SENP8 block-1 = SENP8 protease inhibitors, primary screen, biochemical, luminescence. Sentrin-specific protease 8 (Homo sapiens), Q96LD8. purified SENP8, Z-RLRGG-aminoluciferin cleavage. inhibition, % at 10 µM. 1.2% of 330,000 active. AID 2540, 2010; in the data active = inhibition above about 50%
PfGluPho inh = PfG6PD enzyme inhibitors, primary screen, biochemical, fluorescence intensity, uHTS; glucose-6-phosphate dehydrogenase-6-phosphogluconolactonase (Plasmodium falciparum 3D7); PfGluPho enzyme, NADPH resazurin-diaphorase fluorescence; inhibition, % at 20 µM; 0.78% of 350,000 active;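 active = inhibition reaching at least a set limit at 20 µM in the primary screen, cut at about 59% in these data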;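 also: 0% = DMSO wells with substrate and 100% = DMSO wells lacking glucose-6-phosphate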
HKDC1 inhibitor = HKDC1 hexokinase inhibitors, primary screen, biochemical, fluorescence, uHTS. inhibition, % at 20 µM. AID 493160, 2011. 0.16% of 340,000 active. Q2TB90. recombinant HKDC1, G6PDH/diaphorase resazurin coupled fluorescence;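 active = inhibition above about 35% when tested at 20 µM, limit read from the data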;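 also: plate controls were DMSO wells with enzyme for no effect and DMSO wells lacking enzyme for full effect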
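System: Recombinant HKDC1 hexokinase | Amount: HKDC1 at 5 µg/mL | Reagent: Glucose with 1 mM ATP | Doses: Single 20 µM dose | Incubation: Reaction time 90 min, room temperature, protected from light | Signal: Coupled resazurin fluorescence, excitation 525 nm, emission 613 nm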
NALP3 yeast inh = NALP3 inflammasome inhibitors in reconstituted yeast, primary screen, luminescence, uHTS; Yeast reconstituted NLRP3/ASC/caspase-1, beta-gal luminescence, 24 h; inhibition, % at 10 µM; 0.39% of 330,000 active; AID 2825, 2010;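 active = inhibition of 50% or more; inactive = inhibition below 50%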;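 also: plate controls were induced DMSO wells for no effect and uninduced yeast grown without galactose for full effect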
Apaf-1 inh = inhibitors of human Apaf-1 apoptosome, primary screen, biochemical, DEVD-Rh110 fluorescence, uHTS. Apoptotic protease-activating factor 1 (Homo sapiens), O14727. reconstituted apoptosome caspase-3 activity. inhibition, % at 20 µM. 0.71% of 330,000 active. AID 489030, 2010; active = inhibition of at least 40% at 20 µM;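 also: plate controls were DMSO wells for no effect and DEVD-CHO caspase inhibitor wells for full effect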
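System – cell-free apoptosome with Apaf-1, procaspase-3 and caspase-9 · Buffer or medium – pH 7.5 Hepes buffer with CHAPS, BSA, DTT · Also added – cytochrome c with DEVD-Rh110 · Times – 30 min compound preincubation, 50 min activation, room temperature · Technique – Rh110 fluorescence intensity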
SENP7 inh = SENP7 protease inhibitors, primary screen, biochemical, luminescence, uHTS. recombinant SENP7, Z-RLRGG-aminoluciferin luminescence, 40 min. inhibition, % at 5 µM. AID 434973, 2010. 1.5% of 330,000 active. Sentrin-specific protease 7 (Homo sapiens), Q9BQF6;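 active = inhibition above about 50% at the single test dose, limit read from the data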;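 also: plate controls were DMSO with enzyme for no effect and no enzyme buffer wells for full effect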
Target sequence (Q9BQF6 706-1050 limits assumed): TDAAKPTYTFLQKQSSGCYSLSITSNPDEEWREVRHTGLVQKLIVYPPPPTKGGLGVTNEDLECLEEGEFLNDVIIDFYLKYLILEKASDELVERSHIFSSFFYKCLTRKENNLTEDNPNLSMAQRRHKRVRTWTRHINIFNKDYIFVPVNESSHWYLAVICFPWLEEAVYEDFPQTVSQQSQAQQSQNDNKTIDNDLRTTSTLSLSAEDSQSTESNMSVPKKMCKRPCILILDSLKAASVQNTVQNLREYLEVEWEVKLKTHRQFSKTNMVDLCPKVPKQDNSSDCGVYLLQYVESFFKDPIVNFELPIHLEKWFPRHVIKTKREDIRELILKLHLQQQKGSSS
SENP8 block-2 = human SENP8 protease inhibitors, primary screen, biochemical, fluorescence, Nedd8 protein substrate, uHTS | Sentrin-specific protease 8 (Homo sapiens), Q96LD8 | recombinant SENP8 | inhibition, % at 20 µM | 0.64% of 360,000 active | AID 602440, 2012; in the data active = inhibition mostly above about 40%, no sharp cut-off; inactive = mostly below about 27%
SENP1 inh = human SENP1 catalytic domain inhibitors, primary screen, biochemical, FRET, uHTS; Sentrin-specific protease 1 (Homo sapiens), Q9P0U3; recombinant SENP1 catalytic domain, CyPet-SUMO1-YPet FRET cleavage; inhibition, % at 10 µM; 0.21% of 360,000 active; AID 624204, 2012;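 active = inhibition at least 30% at 10 µM, raw YFP signal under a set limit, fluorescence ratio 0.5 to 1.5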;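 also: 0% = enzyme with DMSO and 100% = no enzyme wells; some results filed as inactive read as strong as hits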
Target sequence (Q9P0U3 419-644 limits assumed): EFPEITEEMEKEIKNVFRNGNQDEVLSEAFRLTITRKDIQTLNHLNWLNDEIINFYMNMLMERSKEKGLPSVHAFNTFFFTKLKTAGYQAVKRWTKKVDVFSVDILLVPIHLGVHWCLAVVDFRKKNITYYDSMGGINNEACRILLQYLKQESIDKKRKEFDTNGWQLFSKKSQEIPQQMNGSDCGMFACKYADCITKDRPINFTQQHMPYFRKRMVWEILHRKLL
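material = recombinant human SENP1 catalytic domain, His6-tagged | quantity = 20 pM enzyme | reagent = 25 nM SUMO1 FRET substrate | compound dosing = 10 µM single point, 0.5% DMSO | timing = 50 min enzyme reaction, room temperature, light-protected | detection = FRET, CFP and YFP emission | control set = no-enzyme low, enzyme-DMSO high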
SENP6 block = SENP6 protease inhibitors, primary screen, biochemical, luminescence, uHTS; 1.8% of 330,000 active; Sentrin-specific protease 6 (Homo sapiens), Q9GZR1; AID 2599, 2010; inhibition, % at 10 µM; Recombinant SENP6 catalytic domain, aminoluciferin luminescence;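 active = inhibition above about 50% at the single tested dose, limit read from the data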;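 also: plate controls were DMSO wells with enzyme for no effect and DMSO wells lacking enzyme for full effect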
* hit, by the source's call; nt = no result given.

Below each compound: SENP8 block-1, PfGluPho inh, HKDC1 inhibitor, NALP3 yeast inh, Apaf-1 inh, SENP7 inh, SENP8 block-2, SENP1 inh, SENP6 block
COc1cccc(C(=O)Nc2nnc(S(=O)(=O)N(C)Cc3ccc(F)cc3)s2)c1
→ 8, 80*, 0, 21, 2, -1, -149, -20, 9
COc1cccc(CN(C)C(=O)Cc2c[nH]c3ccccc23)c1
→ 2, -6, 2, 3, 6, -3, -3, -3, -18
Cc1ccc(N(CC(=O)Nc2ccc(Br)c(C)c2)S(=O)(=O)c2c(C)[nH]c(=O)[nH]c2=O)cc1
→ -8, -15, 7, 4, 3, 12, 3, -3, -3
CC(C)=CCC/C(C)=C/CN(CC(C)O)CC(C)O (stereo not drawn)
→ -5, -3, -6, 1, -12, 2, 8, -1, 2
Cc1c(CC(=O)NCCC(=O)O)c(=O)oc2cc3oc4c(c3cc12)CCCC4
→ -3, 1, 7, 14, -1, -3, -312, -5, -24
CC(=O)Nc1ccc(NC(=O)C2CC(=O)Nc3nc4ccccc4n32)cc1 (stereo not drawn)
→ 2, -14, 10, -12, -43, 2, 9, 2, -5
Cc1cccc2nc(CNC(=O)C3CCC(=O)N(Cc4ccccc4F)C3)cn12 (stereo not drawn)
→ -1, 6, -3, 19, 3, -2, -9, -4, 1
CCOc1ccc(-n2c(C)c(C(C)=O)c3cc(OCC(N)=O)ccc32)cc1
→ 0, 17, 1, 1, -15, 7, -4, 1, -8
CC1CCC(NC(=O)COc2ccc(C(=O)c3ccccc3)cc2)CC1 (stereo not drawn)
→ -6, -16, -4, 20, -2, -4, 12, 1, -8
CN(c1ccccc1C(=O)NCc1ccco1)S(C)(=O)=O
→ -6, 5, 4, -13, 0, -1, 13, -13, -9
CC(=O)N1CCN(C(=O)c2ccc(-c3cccc(C(F)(F)F)c3)o2)CC1
→ -4, -2, 4, 10, 4, -7, 6, 2, -2
CCOC(=O)C1CN(C(C)(C)C)C(=O)C1=O (stereo not drawn)
→ -10, 3, -5, -19, 9, -5, 35, 3, -25
Cc1ccc(NC(=S)N(CCN(C)C)C(C)c2ccco2)cc1C (stereo not drawn)
→ -10, 16, -7, 3, 7, -8, 14, 5, 8
CCN(c1ccc(F)cc1)S(=O)(=O)c1cccc2nsnc12
→ 3, -3, -2, -7, 5, -4, 22, 1, -8
CCc1ccccc1OCCCCCNCCO
→ 45, 6, -9, -15, -8, 5, 14, 1, 3
CCOc1ccc(NC(=O)C(=O)N/N=C/c2ccccc2F)cc1
→ 2, -6, -13, 5, -9, -2, -18, 4, -6
Cc1ccc(C2C(C(=O)c3ccco3)=C(O)C(=O)N2c2nnc(C)s2)cc1 (stereo not drawn)
→ -11, 6, 3, 9, -6, -6, -21, 36, -14
Cc1ccc2nc(NC(=O)CNS(=O)(=O)c3ccc(Br)s3)sc2c1
→ -5, 1, -3, 28, 14, -1, -6, -2, -7
COc1ccccc1C(=O)NCC(=O)N/N=C/c1cc(Br)ccc1OC(=O)/C=C\c1ccco1
→ -1, 7, -7, 20, -5, 4, -33, -37, 4
CC1=CC(=NOC(=O)c2cccc([N+](=O)[O-])c2)C=C(C)C1=O
→ -1, 59, 3, 8, -1, -5, 25, 5, -2
CC(=O)NS(=O)(=O)c1ccc2c(c1)Cc1cc(S(=O)(=O)NC(C)=O)ccc1-2
→ -3, -10, -6, 11, -7, -3, 25, 3, 9
Cc1cc(NC(=O)c2ccco2)ccc1-n1cnnn1
→ -3, 10, -3, 5, -2, 1, 8, 2, -5
CCOc1cc(Br)cc(C(c2c(C(=O)O)[nH]c3ccccc23)c2c(C(=O)O)[nH]c3ccccc23)c1O
→ 32, -17, 17, 14, 16, -1, 5, 0, 34
O=C(c1ccccc1F)N(Cc1ccc2c(c1)OCO2)Cc1cc2cc3c(cc2n2nnnc12)OCO3
→ 3, -7, 2, 12, 18, -2, -136, 0, -14
CN(CC1CCCN(CCc2ccc(F)cc2)C1)C(=O)CCC(N)=O (stereo not drawn)
→ -10, 4, -6, 6, -9, 11, -8, -1, -10
C#CCOCCOCCOCCNc1nc(N2CCN(C(=O)[C@H]([C@@H](C)CC)n3cc([C@@H](N)CO)nn3)CC2)nc(N2CCN(C(=O)[C@H](Cc3ccc(O)cc3)n3cc([C@@H](N)C(C)CC)nn3)CC2)n1 (stereo partly drawn)
→ -12, -5, -3, 13, -2, 0, 14, 0, -13
CCOc1cccc(C2c3c(oc4ccccc4c3=O)C(=O)N2c2ccccn2)c1 (stereo not drawn)
→ -2, nt, nt, -8, 2, 1, nt, nt, -12
COc1ccc(CNc2ccccc2)cc1Br
→ -16, -8, 4, 19, 18, -5, 14, -2, -3

Quoted from the listing.
Reading for COc1ccc(CNc2ccccc2)cc1Br in NALP3 yeast inh: 19
Reading for CCc1ccccc1OCCCCCNCCO in PfGluPho inh: 6

Five structures from above, ordered by length of the SMILES, descending.
Below each compound: SENP8 block-1, PfGluPho inh, HKDC1 inhibitor, NALP3 yeast inh, Apaf-1 inh, SENP7 inh, SENP8 block-2, SENP1 inh, SENP6 block
Cc1ccc(N(CC(=O)Nc2ccc(Br)c(C)c2)S(=O)(=O)c2c(C)[nH]c(=O)[nH]c2=O)cc1
→ -8, -15, 7, 4, 3, 12, 3, -3, -3
CC(=O)Nc1ccc(NC(=O)C2CC(=O)Nc3nc4ccccc4n32)cc1 (stereo not drawn)
→ 2, -14, 10, -12, -43, 2, 9, 2, -5
COc1cccc(CN(C)C(=O)Cc2c[nH]c3ccccc23)c1
→ 2, -6, 2, 3, 6, -3, -3, -3, -18
CN(c1ccccc1C(=O)NCc1ccco1)S(C)(=O)=O
→ -6, 5, 4, -13, 0, -1, 13, -13, -9
COc1ccc(CNc2ccccc2)cc1Br
→ -16, -8, 4, 19, 18, -5, 14, -2, -3

Bioassay records (PubChem BioAssay)
